PhoP inhibition = inhibitors of PhoP regulon expression, primary screen, Salmonella Typhimurium, GFP reporter (AID 1863) | S. Typhimurium PhoP-regulated promoter GFP reporter, 4 h; higher % means a stronger effect | inhibition, % at 50 µM; hits with a dose series show IC50 in µM | 0.16% of 300,000 active;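 active means inhibition over 29.93%, a cutoff 3 SD above the screen mean, later confirmed by dose response; inconclusive means inhibition over 29.93% but no dose response follow-up; inactive means inhibition at most 29.93% or unconfirmed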;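 further: 0% = low Mg2+ inducing control and 100% = high Mg2+ repressing control; strong numbers were not always called active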
West Nile antiviral = West Nile virus antiviral activity, cell-based, CPE readout (AID 1621). West Nile virus-infected cells, CPE inhibition; higher % means a stronger effect. one-dose CPE inhibition, % at 10 µM; IC50 in µM for titrated hits. 0.02% of 290,000 active; in the data active means a potency from the dose series; inconclusive means CPE inhibition mostly from about 3.7% at the one dose, without a potency; inactive means the rest, 99 in 100 with CPE inhibition below about 2.2%; further: strong numbers were not always called active
Siah-1 displacement = Siah-1 peptide-binding antagonists, primary screen, biochemical, fluorescence polarization, rhodamine-plectin, uHTS (AID 1817); 0.02% of 290,000 active; Siah-1 / rhodamine-plectin peptide fluorescence polarization; higher % means a stronger effect; one-dose displacement, % at 20 µM; IC50 in µM for titrated hits;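 active means displacement of at least 50% at 20 µM, with a fluorescence ratio check between 0.3 and a set limit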;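 further: plate controls were Siah plus tracer with DMSO for no effect and tracer alone without Siah for full effect; strong numbers were not always called active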
The depositor's hits bear a star; u = inconclusive. This is a subset. The share of hits here may be higher or lower than overall.

SMILES | PhoP inhibition | West Nile antiviral | Siah-1 displacement
CNc1c(NS(=O)(=O)c2ccc(OC)cc2)c(=O)oc2ccccc12 | 1% | -0.4% | 3%
Cc1cc(C)cc(N(CC(=O)NCC2CCCO2)C(=O)CCC(=O)Nc2nccs2)c1 (stereo not given) | 5% | -0.8% | 9%
CCn1ccnc1CNC(=O)C1CCC(=O)N(Cc2cccc(C(F)(F)F)c2)C1 (stereo not given) | -12% | 0.6% | 2%
COc1cc2ncnc(NCc3ccc(F)cc3)c2cc1OC | 17% | 0.0% | 6%
Cc1ccc(-c2nc(CNC(=O)c3ccco3)cs2)cc1 | 0% | -0.5% | -5%
O=C(C[n+]1cc(Br)cc2ccccc21)c1ccc(Br)cc1 | 3% | -0.6% | 8%
CC(=O)c1ccc(S(=O)(=O)Oc2ccc(-c3ccc(C(=O)O)cc3)cc2)cc1 | 1% | -0.4% | 1%
COc1ccc2[nH]cc(C(=O)CN3CCCC(C)(C)C3)c2c1 | 9% | -0.1% | 0%
CCc1ccc(CN2CCC(Oc3ccc(C(=O)NCc4ccccn4)cc3)CC2)o1 | 11% | -0.1% | -5%
N#Cc1ccc(C(=O)NNC(=O)c2ccncc2)cc1 | 2% | -0.6% | 2%
CN(CC(=O)Nc1ccc(F)cc1Cl)Cc1cccs1 | -1% | -1.0% | -3%
O=C(Cc1ccccc1)Nc1ccc(C(=O)Nc2ccc(O)cc2)cc1 | -4% | -0.4% | -2%
CCC(C(=O)NCCCN1CCN(CC)CC1)n1nc(C)n2c(cc3occc32)c1=O (stereo not given) | -13% | -0.1% | 9%
COc1cccc(NC(=O)NC2(C(=O)N3CCN(C)CC3)CCCCC2)c1 | 0% | -0.5% | 5%
COC(=O)c1cn(C(=O)c2cccc(Br)c2)c2ccccc12 | 0% | 0.1% | 13%
Cc1nnc(SCC(=O)Nc2cccc(Cl)c2)n1CC1CCCO1 (stereo not given) | -4% | 0.1% | 5%
CCc1ccc(C(=O)c2cc3ccc(O)cc3oc2=O)cc1 | -7% | -0.1% | 5%
O=C(NCc1cccc(Cl)c1)c1ccc(N2CC3CC(C2)c2cccc(=O)n2C3)c(NC(=O)c2cccnc2)c1 (stereo not given) | 12% | 1.1% | 1%
Cc1ccc(CNC(=O)[C@H](C)N2C(=O)N3CCc4c([nH]c5ccccc45)[C@@]3(C)C2=O)cc1 | 4% | -0.8% | -8%
CCOc1ccc(NC(=O)Nc2ccon2)cc1 | 5% | -0.3% | 1%
CCN(c1cccc(C)c1)S(=O)(=O)c1ccc2c(c1)NC(=O)CCS2 | -2% | -0.2% | -1%
CCn1nc(NC(=O)C(C)(C)C)c2cc3cccc(C)c3nc21 | 4% | -0.2% | -2%
Cc1ccc(Cn2c(=S)[nH]c3ccccc3c2=O)cc1 | 0% | -0.1% | 6%
COc1cccc(C2c3[nH]c4ccccc4c3C[C@H]3C(=O)N(CCCCCO)CC(=O)N23)c1 (stereo not given in full) | 6% | -0.6% | 8%
COC(=O)C(COC(=O)c1c(F)cccc1F)NC(=O)c1c(F)cccc1F (stereo not given) | -3% | u | 0%
Going on with the list:
SMILES | PhoP inhibition | West Nile antiviral | Siah-1 displacement
O=C(COC(=O)c1cc([N+](=O)[O-])ccc1N1CCOCC1)Nc1ncc(Cl)cc1Cl | 2% | -0.2% | -7%
CCC(C(=O)N1CCCC1)n1nc(C)c2c(C)n(-c3ccccc3)nc2c1=O (stereo not given) | 0% | 0.1% | -3%
O=C(N/N=C/c1ccc(OC(=O)c2cccc(Br)c2)cc1)c1cccnc1 | -2% | 0.5% | 12%
CCc1ccc(/C=C/c2c([N+](=O)[O-])c(=O)n(C)c(=O)n2C)cc1 | 7% | u | -4%
COc1cccc2cc(C(=O)NC(C)c3ccccc3)c(=O)oc12 (stereo not given) | 11% | -0.3% | 1%
CN(CCc1ccccc1)C1CCCN(C(=O)Cn2cccn2)C1 (stereo not given) | 4% | 0.2% | -3%
O=C(NCCc1ccccc1)C1CCCN(C(=O)Nc2ccc(F)cc2)C1 (stereo not given) | -3% | -1.6% | 9%
COc1ccc(C(=O)Nn2c(CC(C)C)nc3cc(OC)c(OC)cc3c2=O)c(OC)c1 | 2% | -0.5% | 13%
COc1ccc(CCNC(=O)C2CCCN(S(=O)(=O)c3ccc(F)cc3)C2)cc1OC (stereo not given) | -2% | -0.8% | -3%
CC(NC(=O)c1ccccc1SCC(=O)N1CCCC1)c1ccc(F)cc1 (stereo not given) | -3% | -0.7% | 9%
CCCCc1nc2cc(C(=O)NCc3cn(C)nc3C)ccc2o1 | 3% | 0.5% | -3%
COc1ccc(-n2c(SCC(C)=O)nc3sc(C)c(C)c3c2=O)cc1 | -2% | -0.6% | 6%
CC(=O)N[C@@H](Cc1c[nH]c2ccccc12)C(=O)OCc1ccc(C#N)cc1 | 1% | -0.3% | -2%
CCc1cc(=O)oc2c3c(cc(OCC(=O)NCCCCCC(=O)O)c12)OC(C)(C)CC3 | 10% | 0.0% | 2%
COc1ccc(C(=O)Nc2nnc(Cc3ccc(OC)c(OC)c3)s2)c(OC)c1 | 6% | 0.1% | 12%
COc1ccc(OC)c(C(=O)N2CCCC(Nc3ccc(F)cc3)C2)c1 (stereo not given) | -7% | -0.9% | -2%
COc1cccc(CNc2nnnn2C)c1 | 8% | 0.9% | -7%
CSCC[C@H](N)C(=O)NC[C@H]1CC[C@H](C(=O)N[C@@H](Cc2ccccc2)C(=O)O)CC1 | -6% | 0.0% | 5%
O=C1Nc2ccccc2C1=Nc1ccc(Br)cc1 | -2% | -0.9% | -3%
CCC1Oc2ccc(C)cc2N(CC(=O)NCCN2CCOCC2)C1=O (stereo not given) | 0% | -0.5% | 2%
O=C(O)c1ccccc1CSc1nnnn1-c1ccccc1 | -5% | -0.1% | 4%
CN(CCC#N)C(=O)COC(=O)[C@H](Cc1ccccc1)N1C(=O)c2ccccc2C1=O | -6% | 0.1% | 2%
COc1ccc(OC)c(NC(=O)CCN2CCN(c3ccccc3OC)CC2)c1 | 10% | 0.1% | 0%
Cc1cc2oc(=O)cc(CN3CCCCC3C)c2cc1C (stereo not given) | 8% | 0.1% | -1%
O=C(/C=C/c1cccc([N+](=O)[O-])c1)N1CCN(c2ccccn2)CC1 | -2% | 0.0% | 4%
Following part.
SMILES | PhoP inhibition | West Nile antiviral | Siah-1 displacement
Cc1ccc(/C=N/NC(=O)c2nnn(-c3nonc3N)c2C)o1 | -5% | -0.2% | 2%
CCCc1cc(=O)oc2cc(OCC(=O)Nc3ccccn3)ccc12 | 0% | 1.2% | 4%
CC1CCCCC1NC(=O)CSc1nnc(-c2ccncc2)n1CCCN(C)C (stereo not given) | -3% | -0.1% | 5%
O=C(NC1CC1)c1ccc2c(c1)N(Cc1ccccc1)CCS2 | 3% | -0.9% | 9%
Cc1ccc(OCC(O)Cn2c(N3CCCCC3)nc3c2c(=O)[nH]c(=O)n3C)cc1 (stereo not given) | 0% | -0.7% | -1%
CCC(Cc1ccccc1)NC(=O)C1CCN(c2nn3c(=O)cc(C)nc3s2)CC1 (stereo not given) | -7% | 0.0% | 3%
CCn1nc(NS(=O)(=O)c2ccc(C)cc2)c2cc3ccccc3nc21 | -2% | -0.1% | -1%
CN(C)C(CNc1ccc(C(F)(F)F)cn1)c1ccccc1 (stereo not given) | 2% | -0.2% | -5%
CC(C)n1c(SCC(=O)NC2CC2)nnc1C1CC1 | 4% | 0.1% | -4%
CN1CCC(=O)N([C@H](CSc2ccccc2)Cc2ccccc2)CC1 | -5% | -0.1% | 0%
O=C(CSc1nnc(-c2ccccc2O)o1)N1CCCCC1 | 5% | 0.0% | 1%
O=C1CC(c2ccccc2Cl)CC(O)=C1C=NCCCO (stereo not given) | 0% | -0.3% | 11%
C=C(C)COc1ccc(-c2ncncc2-c2ccccc2OC)c(O)c1 | 12% | -0.6% | 0%
COc1ccc(OC)c(-c2nc(C(=O)NCC3CCCO3)cc3c2[nH]c2ccccc23)c1 (stereo not given) | -8% | -0.7% | -5%
NS(=O)(=O)c1ccc(CNC(=O)Cc2cccs2)cc1 | 3% | -0.7% | 30%
COc1ccc(CN2CCCC(C(=O)Nc3cccc(-n4cccn4)c3)C2)c(F)c1 (stereo not given) | 3% | 0.5% | -1%
CC[C@H](C)[C@H](NC(=O)c1ccccc1)C(=O)NC(CC(=O)O)c1ccc(F)cc1 (stereo not given in full) | -3% | -0.2% | 9%
Fc1ccc2nc3c(nc2c1)CCCC3 | -1% | -0.1% | 2%
COC(C(=O)Nc1ccnn1C1CCN(Cc2nccs2)CC1)c1ccccc1 (stereo not given) | 4% | -0.9% | 6%
COc1ccccc1/C=C1/SC(=S)N(CCC(=O)Nc2cccnc2)C1=O | -14% | 0.6% | -3%
CCn1c(C(=O)O)c(CC(=O)Nc2ccc(Br)cc2C)c2ccccc21 | 5% | 0.1% | -6%
CCC(C)NC(=O)CNC(=O)c1nn(-c2ccc(OC)cc2OC)c(=O)c2ccccc12 (stereo not given) | 8% | -0.9% | -8%
CC1CCN(c2ccccc2NC(=O)c2cc3ccccc3o2)CC1 | 0% | 1.1% | 6%
Cc1ccc(S(=O)(=O)/N=C/c2c(O)ccc3ccccc23)cc1 | -3% | -0.4% | 6%
CC(C)NC(=O)C1(S(=O)(=O)c2ccccc2)CC=CC1 | 6% | 0.0% | 0%
The results go on:
SMILES | PhoP inhibition | West Nile antiviral | Siah-1 displacement
CCOC(=O)C1CCN(C(=O)CSc2nc3ncccc3[nH]2)CC1 | 3% | -0.4% | 6%
C=CCC1(CC=C)CCCN1C(=O)c1cc(COc2ccc(C)nc2)on1 | -8% | 2.1% | -1%
CC1=NN(C(N)=S)C(=O)C1N=Nc1c(Cl)cc([N+](=O)[O-])cc1Cl (stereo not given) | 9% | -0.5% | 4%
C/C(=N\NC(=O)c1cc2ccccc2cc1O)c1ccc(C)o1 | 3% | -0.6% | -6%
Cc1c(C(=O)O)cccc1-c1ccc(/C=C2\SC(=O)NC2=O)o1 | 2% | -0.5% | -5%
CC1CC(C)CN(CCCNC(=O)c2csc3c2CCCCC3)C1 (stereo not given) | -5% | -0.1% | -3%
O=C(C1CCOCC1)N1CCCC(N2CCN(c3cccc(Cl)c3)CC2)C1 (stereo not given) | 2% | -0.5% | -2%
COc1cccc(CSc2nc(N)cc(N)n2)c1 | 4% | -0.1% | -5%
O=C(NCc1ccccn1)c1ccc2c(=O)n3nc(Nc4ccccc4)sc3nc2c1 | -5% | 0.2% | 16%
C=CCOc1ccc(/C=N/NC(=O)CC(=O)NC2CCCCC2)cc1 | 0% | -0.2% | -2%
O=Cc1c(NCc2ccccc2Cl)c2ccccc2[nH]c1=O | 0% | -0.5% | 4%
COc1ccc(-n2cnc3ccccc3c2=O)c([N+](=O)[O-])c1 | 1% | 0.1% | 5%
COCCn1c(SCc2cccc([N+](=O)[O-])c2)nc2ccccc2c1=O | 12% | -1.2% | 1%
CC(C)(CNC(=O)c1ccc(Br)o1)N1CCOCC1 | -4% | 0.4% | 0%
CCN(CC)C(=O)C1CCN(C(=O)c2oc3ccc(C)cc3c2C)CC1 | 12% | -0.6% | 4%
CC(C)(CO)NCc1c(OCc2ccc(Cl)cc2)ccc2ccccc12 | -7% | -2.5% | 0%
Cc1ccc2oc(C(=O)NCCC3CCCCO3)c(C)c2c1 (stereo not given) | 5% | -0.1% | -8%
Cc1ccc(C(=O)NNC(=O)c2cc3ccccc3cc2O)cc1 | 6% | -1.0% | 9%
Cc1ccc(CN2CCCN(Cc3c(F)cccc3Cl)S2(=O)=O)cc1 | 3% | 0.3% | 4%
COC(C(=O)N/N=C(\C)c1ccc(C)cc1)c1ccccc1 (stereo not given) | 8% | -0.3% | -2%
S=C(Nc1ccccc1Cl)N1CCN(c2ccccn2)CC1 | -8% | -1.8% | 3%
Cc1ccc(/C=C/C(=O)O)cc1S(=O)(=O)N1CCc2ccccc21 | -2% | 0.5% | -1%
CC(=O)Nc1ccc(S(=O)(=O)NCCS(=O)(=O)N2CCN(c3ccccc3)CC2)cc1 | -10% | 0.4% | 5%

Nine compounds already listed, ordered by count of non-hydrogen atoms, high to low.
SMILES | PhoP inhibition | West Nile antiviral | Siah-1 displacement
O=C(NCc1ccccn1)c1ccc2c(=O)n3nc(Nc4ccccc4)sc3nc2c1 | -5% | 0.2% | 16%
O=C(C1CCOCC1)N1CCCC(N2CCN(c3cccc(Cl)c3)CC2)C1 (stereo not given) | 2% | -0.5% | -2%
CC(C)(CO)NCc1c(OCc2ccc(Cl)cc2)ccc2ccccc12 | -7% | -2.5% | 0%
C=CCOc1ccc(/C=N/NC(=O)CC(=O)NC2CCCCC2)cc1 | 0% | -0.2% | -2%
CCOC(=O)C1CCN(C(=O)CSc2nc3ncccc3[nH]2)CC1 | 3% | -0.4% | 6%
CC1=NN(C(N)=S)C(=O)C1N=Nc1c(Cl)cc([N+](=O)[O-])cc1Cl (stereo not given) | 9% | -0.5% | 4%
O=Cc1c(NCc2ccccc2Cl)c2ccccc2[nH]c1=O | 0% | -0.5% | 4%
CC(C)(CNC(=O)c1ccc(Br)o1)N1CCOCC1 | -4% | 0.4% | 0%
COc1cccc(CSc2nc(N)cc(N)n2)c1 | 4% | -0.1% | -5%
